HEK293 NOD2/NF-kB = NOD2 signaling inhibitors, cell-based, luminescence, uHTS, HEK293 (AID 1566); HEK293 NOD2/NF-kB luciferase reporter, luminescence; higher % means a stronger effect; one-dose inhibition, % at 4 µM; EC50 in µM for titrated hits; hit rate 0.63% among 290,000; further: many of its hits are not listed in these tables
HIV peptide binding = cell-free HIV fusion peptide-binding blockers – biochemical, uHTS, fluorescence dequenching, primary screen (AID 1986); one-dose inhibition, % at 20 µM; IC50 in µM for titrated hits; hit rate 0.3% among 290,000; cell-free peptide binding, fluorescence dequenching, 30 min; higher % means a stronger effect; in the data active means inhibition mostly above about 52%, no sharp cut-off; inactive means mostly below about 76%; further: some results filed as inactive read as strong as hits
XIAP displacement = XIAP antagonists, biochemical, IAP family, fluorescence polarization (AID 1018); XIAP BIR domain, fluorescence polarization peptide displacement; higher % means a stronger effect; displacement, % at 20 µM, or IC50 in µM where a hit was titrated; hit rate 0.007% among 200,000; in the data active means displacement above about 50%; further: a part of the inactive calls stands beside numbers as strong as those of hits
LYP phosphatase = inhibitors of LYP phosphatase, biochemical, fluorescence intensity, uHTS (AID 1779); inhibition, % at 11.5 µM; hits with a dose series show IC50 in µM; hit rate 0.054% among 290,000; recombinant LYP phosphatase, fluorescence intensity; higher % means a stronger effect;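 further: plate controls were vehicle with enzyme for no effect and no enzyme for full effect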
SIAH1 antagonists = blockers of Siah-1 interaction with plectin peptide – biochemical, fluorescence polarization, rhodamine-plectin, uHTS, primary screen (AID 1817). hit rate 0.02% among 290,000. Siah-1 / rhodamine-plectin peptide fluorescence polarization; higher % means a stronger effect. displacement, % at 20 µM; hits with a dose series show IC50 in µM;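 active means displacement of at least 50% at 20 µM, with a fluorescence ratio check between 0.3 and a set limit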;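 further: plate controls were Siah plus tracer with DMSO for no effect and tracer alone without Siah for full effect; strong numbers were not always called active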
Myeloid diff 2 = compounds promoting myeloid differentiation | hit rate 1% among 360,000 | calls only at 10 µM | AID 624256 | ER-HoxA9 myeloid progenitors, lysozyme-GFP differentiation, flow cytometry;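 active means normalized GFP-positive differentiation at or above the plate's own cutoff, the solvent-only control mean plus 3 SD; inconclusive means no clear call, values can overlap the other calls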;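 further: cells exposed to compound for four days before flow analysis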
Dengue-2 NS5 capping = flavivirus cap methylation enzyme inhibition – biochemical, confirmation dose response, primary screen (AID 588689). Dengue-2 NS5 methyltransferase capping enzyme assay, biochemical; higher % means a stronger effect. hit rate 0.3% among 340,000. one-dose inhibition, % at 25 µM; IC50 in µM for titrated hits; in the data active means a potency from the dose series; inconclusive means inhibition above about 29% without an active follow-up result
Hep lipid drop = hepatic lipid droplet formation modulation | AML12 mouse hepatocytes, oleate lipid droplets, BODIPY imaging | inhibition, % at 6.5 µM | hit rate 0.4% among 240,000 | AID 1656;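 active means lipid droplet intensity inhibited by at least 50%, with more than 500 cells counted; inconclusive means wells with under 300 cells, treated as cytotoxic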
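material = mouse AML12 hepatocyte cell line, fixed after treatment | also added = 100 µM oleic acid challenge | doses = compound at 6.5 µM only | schedule = overnight exposure | technique = Image-based BODIPY and DAPI two-channel analysis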
AID2073 = disruptors of CaV2.2 binding to Mint1 – biochemical, HTRF (AID 2073); HTRF protein-protein interaction, Mint1-CaV2.2; higher % means a stronger effect; inhibition, % at 20 µM, or IC50 in µM where a hit was titrated; hit rate 0.19% among 290,000; in the data active means inhibition mostly above about 51%, no sharp cut-off; inconclusive means no clear call, values can overlap the other calls; inactive means mostly below about 53%; further: some results filed as inactive read as strong as hits
Hep lipid drop cells 6.5 µM = recorded beside Hep lipid drop, whose call it bears; cell count; measured here: cell count, cytotoxicity flag;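 cells counted across two imaged fields per well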
Dengue-2 NS5 capping pilot replicate = second read-out of Dengue-2 NS5 capping, no call of its own (marks repeat the call); inhibition, %; measured here: pilot screen replicate inhibition
Myeloid diff 2 GFP+ MAC1+ % = also measured in Myeloid diff 2; calls as there; GFP+ MAC1+ double positive, %; measured here: differentiation confirmed by MAC1 staining
Active calls of the source: *; i = inactive; ? = inconclusive; nt = not tested or not shown; + = active, no number. Unless noted, no stated cut-off is given here; in the data, active means inhibition above about 50%; inactive means the rest. A portion of the library (hit frequency here may not be typical).

SMILES | HEK293 NOD2/NF-kB | HIV peptide binding | XIAP displacement | LYP phosphatase | SIAH1 antagonists | Myeloid diff 2 | Myeloid diff 2 GFP+ MAC1+ % | Dengue-2 NS5 capping | Hep lipid drop | Hep lipid drop cells 6.5 µM | AID2073 | others
CC1c2nc3ccccc3n2C(CC(=O)NC2CC2)C(=O)N1Cc1ccccc1 (configuration not stated) | -7% | 1.1% | -3.8% | -7% | 8% | i | 0.4 | -4% | 4 | 723 | 6%
CCOC(=O)n1c(=O)n(Cc2ccc(Cl)c(Cl)c2)c2ccccc21 | -5% | 0.6% | 1.3% | -1% | -5% | i | 0.8 | 0% | 6 | 669 | -2%
Cc1nc(NC2=NCN(Cc3ccc4c(c3)OCO4)CN2)nc2ccccc12 | 6% | 1.0% | -4.0% | 1% | 5% | nt | nt | nt | nt | nt | 3%
Cc1ccc(NC(=O)c2cc(Cl)nc3ccccc23)cc1 | -11% | -0.6% | -0.7% | -3% | -3% | i | 0.8 | -5% | nt | nt | 3% | Dengue-2 NS5 capping pilot replicate=-6.1
Cc1cccc(Cn2cnc3c(NS(C)(=O)=O)c(C)c(C)cc32)c1 | 8% | -2.5% | 0.2% | -5% | 1% | i | 1.0 | -6% | nt | nt | -10%
COc1ccc(C(=O)Nc2ccc3c(c2)nc(CCNC(=O)c2ccco2)n3C)cc1 | 8% | 0.0% | nt | -5% | 1% | i | 3.7 | -9% | -6 | 744 | 3%
O=C(O)c1cc(-c2c[nH]c3ccccc23)nc2ccc3ccccc3c12 | -58% | 19% | -0.3% | -9% | -6% | i | 0.3 | 12% | 3 | 684 | 35%
CC(=O)C1=C(C)NC(=O)NC1/C=C/c1ccccc1 (configuration not stated) | -10% | 0.0% | -2.2% | -2% | 0% | i | 0.6 | -10% | -19 | 642 | 1%
C=CCN1C(=O)/C(=C2/Sc3ccc(OC)cc3N2CC)SC1=S | 13% | 32% | nt | -7% | 0% | i | 0.8 | ? | -24 | 819 | -5%
Cc1ccc2c(c1)NC(=O)C(CC(=O)N(C)Cc1ccccc1)O2 (configuration not stated) | 11% | -0.6% | -8.3% | -7% | 2% | i | 2.1 | -1% | nt | nt | -24%
COC(=O)c1cn(CC(=O)Nc2ccccc2C)c2ccccc12 | -6% | 0.2% | nt | -11% | 1% | i | 0.2 | 2% | 12 | 814 | 10%
CN1C(C(=O)Nc2ccccn2)=C(O)c2sccc2S1(=O)=O | 13% | -1.5% | -2.6% | -2% | 4% | + | 12* | -1% | 0 | 703 | -1%
COc1ccc(NC(C#N)c2ccccc2OCc2ccccc2)cc1 (configuration not stated) | -6% | 0.7% | -3.2% | 0% | 5% | i | 0.5 | -6% | -20 | 683 | -1%
CC1CN(c2nc3ccccc3nc2SCC(=O)Nc2ccc(F)cc2)CC(C)O1 (configuration not stated) | 14% | -0.5% | nt | -2% | -5% | i | 4.2 | -1% | 2 | 753 | 4%
CC1CN(C(=O)c2ccc(CNS(=O)(=O)c3cccc(C(F)(F)F)c3)cc2)CC(C)O1 (configuration not stated) | 17% | 3.6% | -5.3% | -6% | 7% | i | 0.0 | -1% | -6 | 715 | 1%
O=C(Nc1ccc(C(=O)NC2CCCCC2)cc1)c1cncc(Br)c1 | 0% | 2.6% | -5.5% | -4% | 1% | i | 0.6 | 3% | 5 | 645 | 24%
CCc1ccc(NC(=O)CC2C(=O)NCCN2C(=O)c2ccccc2OC)cc1 (configuration not stated) | -9% | 0.2% | nt | 0% | -2% | i | 1.2 | 0% | -26 | 647 | 4%
CCOC(=O)N1CCC(=NNc2ncc(C(F)(F)F)cc2Cl)CC1 | 6% | -0.2% | -1.4% | 0% | -1% | i | 0.4 | -2% | 3 | 682 | 2%
CC(C)C1C2=C(CC(C)(C)CC2=O)ON1c1ccccc1 (configuration not stated) | 5% | -0.2% | -6.9% | 3% | -4% | i | 9.4 | -4% | -2 | 647 | -15%
O=C(CNC(=O)c1ccccc1F)NCCOc1ccccc1Cl | 18% | -3.1% | -22% | 0% | 0% | i | 0.4 | -10% | -19 | 662 | 0%

Next part; it opens with the 3 that closed the last part.
SMILES | HEK293 NOD2/NF-kB | HIV peptide binding | XIAP displacement | LYP phosphatase | SIAH1 antagonists | Myeloid diff 2 | Myeloid diff 2 GFP+ MAC1+ % | Dengue-2 NS5 capping | Hep lipid drop | Hep lipid drop cells 6.5 µM | AID2073 | others
CCOC(=O)N1CCC(=NNc2ncc(C(F)(F)F)cc2Cl)CC1 | 6% | -0.2% | -1.4% | 0% | -1% | i | 0.4 | -2% | 3 | 682 | 2%
CC(C)C1C2=C(CC(C)(C)CC2=O)ON1c1ccccc1 (configuration not stated) | 5% | -0.2% | -6.9% | 3% | -4% | i | 9.4 | -4% | -2 | 647 | -15%
O=C(CNC(=O)c1ccccc1F)NCCOc1ccccc1Cl | 18% | -3.1% | -22% | 0% | 0% | i | 0.4 | -10% | -19 | 662 | 0%
O=C(CCS(=O)(=O)c1ccc2c(c1)NC(=O)CO2)NCCc1ccccc1 | -9% | 0.7% | nt | -10% | 1% | i | 2.4 | -2% | 8 | 740 | -5%
CCC(=O)N1CCc2cc(S(=O)(=O)N(CC)c3cccc(C)c3)ccc21 | 19% | 0.7% | -2.8% | -5% | 4% | i | 0.5 | -4% | -18 | 694 | 3%
COc1ccccc1C(=O)OC1CCCN(C)C1 (configuration not stated) | 5% | -1.0% | nt | -9% | -1% | i | 1.0 | -6% | 0 | 826 | -1%
O=[N+]([O-])c1ccc(NCCN2CCOCC2)c([N+](=O)[O-])c1 | 14% | -1.2% | nt | -8% | -4% | i | 0.7 | -3% | nt | nt | -11%
N#Cc1c(N2CCOCC2)nc(N2CCCCC2)c2c1CCN(C1CCCCC1)C2 | -6% | 1.6% | -16% | 3% | 0% | nt | nt | nt | -7 | 725 | 16%
Cc1cc(=O)[nH]c(SCCCOc2ccccc2Cl)n1 | 3% | -0.9% | -9.3% | -9% | -2% | i | 1.3 | -8% | 15 | 784 | -5%
Cc1cccc(C)c1NC(=S)NC1CCCCC1 | -2% | -0.1% | -2.7% | -8% | 1% | i | 0.2 | -2% | -4 | 726 | 3%
COc1ccc(CCNC(=O)CCCOc2ccc(Cl)cc2)cc1OC | 27% | -1.3% | nt | -4% | 0% | i | 0.5 | -5% | -1 | 798 | -1%
Cc1ccc(NC(=S)N2CC(C)OC(C)C2)cc1C (configuration not stated) | -1% | -1.7% | nt | -10% | -3% | i | 3.7 | -4% | 10 | 654 | -8%
COc1ccc(OC)c(N(C(=O)c2snc(C(N)=O)c2N)C(C(=O)NCc2ccccc2)c2ccc(O)cc2)c1 (configuration not stated) | 4% | 0.8% | nt | -1% | 0% | i | 0.2 | 2% | -12 | 838 | -3%
COc1ccc(NC(=O)C2=CC(c3ccc(C)cc3)=NS(=O)(=O)N2C)cc1 | 15% | -2.3% | nt | -6% | -2% | i | 2.0 | -3% | -2 | 781 | 15%
CCCNC(=O)CCCCn1c(=S)[nH]c2c([nH]c3ccc(OC)cc32)c1=O | 0% | -0.9% | -5.0% | -4% | -8% | i | 0.3 | -8% | 37 | 686 | 38%
O=C(CSc1ccc2ccccc2c1)Nn1cnnc1 | 4% | 2.4% | -1.5% | -4% | 2% | i | 0.9 | -3% | -4 | 788 | 0%
Cc1ccc(C(=O)Nc2c3c(nn2-c2ccccc2)CS(=O)(=O)C3)cc1C | -1% | 2.4% | nt | -8% | 10% | i | 5.1 | 1% | 0 | 858 | 9%
Cc1ccc(S(=O)(=O)N(CC(=O)O)Cc2ccccc2F)cc1 | 1% | 1.4% | 0.1% | -2% | 3% | i | 0.8 | -1% | -18 | 694 | -8%
c1cnc(NC2C3CC4CC(C3)CC2C4)nc1 (configuration not stated) | 2% | -0.3% | -8.6% | -12% | 4% | i | 5.6 | -3% | 0 | 684 | 1%
COCCCNC(=O)C1CCC(CNS(=O)(=O)c2ccc(OC)cc2)CC1 (configuration not stated) | 11% | -1.7% | -2.7% | -5% | 3% | i | 0.9 | 0% | 7 | 679 | 10%
COCCC(=O)N1CCCC(N2CCN(c3ccc(F)cc3)CC2)C1 (configuration not stated) | 10% | -0.9% | nt | -10% | 0% | i | 0.8 | 12% | 0 | 849 | -1% | Dengue-2 NS5 capping pilot replicate=1.5
Cc1cccc(N/C(N)=N/c2nc(C(F)(F)F)cc(C(F)(F)F)n2)c1 | 19% | 0.5% | -4.0% | -4% | -2% | i | 0.2 | -1% | -19 | 591 | -1%
O=C1c2ccccc2C(Nc2ccccc2)N1c1ccc(Cl)cn1 (configuration not stated) | -5% | -1.0% | -3.0% | -9% | -5% | i | 1.5 | -5% | nt | nt | -5%
Cc1ccc(C(=O)Nc2ccc(SC(F)F)cc2)s1 | -90% | 0.0% | -7.4% | -6% | 2% | i | 0.1 | -16% | -34 | 689 | -12%
O=C(NCCc1ccccc1)C1CC(c2ccccc2O)=NO1 (configuration not stated) | 7% | -0.6% | -1.9% | -4% | -2% | i | 8.9 | -2% | 8 | 780 | 4%
COc1ccc2c(CC#N)c[nH]c2c1 | -1% | 0.3% | -8.9% | -6% | 3% | i | 0.7 | -4% | 8 | 767 | -3%
CC(=O)Nc1cccc(Oc2ncnc3scc(-c4ccc(C(C)C)cc4)c23)c1 | -87% | -2.8% | -24% | -2% | 7% | i | 0.2 | -5% | -14 | 714 | 1%
O=C(/C=C/c1ccccc1)NCCCNC(=O)/C=C/c1ccccc1 | -6% | -0.8% | 5.2% | -2% | -3% | i | 0.8 | -1% | 12 | 579 | -6%
CC(C)c1nnc(NC(=O)CCC(=O)NCC2CCCO2)s1 (configuration not stated) | 10% | -0.2% | -20% | -3% | 1% | i | 0.4 | -3% | nt | nt | -9%
CCN(CC)CCCN1C(=O)C(=O)/C(=C(/O)c2ccc3c(c2)CC(C)O3)C1c1cccnc1 (configuration not stated) | -6% | 1.8% | -0.1% | -9% | 2% | nt | nt | nt | nt | nt | -1%
COc1ccc(-c2nc(CSCC(=O)NCc3ccco3)c(C)o2)cc1 | -2% | 3.7% | -9.1% | -5% | -7% | i | 0.9 | 7% | nt | nt | -3%
CC(=O)NC1C(OCc2ccccc2)OC2COC(c3ccccc3)OC2C1OCC(=O)O (configuration not stated) | 19% | -0.7% | -6.9% | -4% | 3% | i | 0.2 | -12% | -32 | 619 | 5%

From PubChem BioAssay
